Source: PubChem BioAssay (National Center for Advancing Translational Sciences (NCATS))
BCR signal inh: qHTS Assay to Find Inhibitors of Chronic Active B-Cell Receptor Signaling; Potency, µM (top dose mostly 46.1 µM), without a hit: top-dose ratio change, negative = lower green/red ratio, hits mostly inhibitors; AID 493014, 2011; ABC-DLBCL IkBa-CBG/CBR reporter, luminescence ratio, 4 h; hit rate 0.05% among 340,000; active = well fitted inhibition curve with a large enough effect in the signal ratio, with a control signal flat, not every such curve was filed as active; inconclusive = small, poorly fitted or top-dose-only effect, or effect the other way, or a change in a side signal; the % refers to the signal ratio;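 also: potency is read from the fitted curve at half-maximal effect; plate controls were basal doxycycline-induced cells for no effect and cells given 10 µM MG132 for full effect; MG132 reads +100%, hits lower the ratio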
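TMD8 human ABC-DLBCL cells with doxycycline-inducible IκBα–green luciferase fusion and unfused red luciferase, in 0.5% FBS medium; compounds up to 46 uM, 4 h at 37C. Green/red luminescence ratio, filter-overlap corrected, fitted to concentration-response curves.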
Eya2 inh: qHTS Assay for Inhibitors of the Phosphatase Activity of Eya2; Protein phosphatase EYA2 (Homo sapiens), O00167; recombinant Eya2, OMFP fluorescence dephosphorylation (OMFP is methylfluorescein phosphate); Potency, µM (titrated, usually from 76.9 µM), for the others: top-dose activity, negative = inhibition, most hits filed as inhibitors; hit rate 0.006% among 330,000; also: potency is read from the fitted curve at half-maximal effect; % is scaled to controls: 0 for no effect and ±100 for the full control effect
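Eya2 protein (added as 0.2 uM solution) was preincubated with compound for 10 min at ambient temperature in 50 mM HEPES pH 7.5, 50 mM NaCl, 5 uM MgCl2, 0.05% BSA, 1 mM DTT. OMFP (added at 50 uM) then reacted 10 min; fluorescence read at 485/525 nm.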
S-ASM inh: Inhibitors of Secretory Acid Sphingomyelinase (S-ASM): qHTS; placental ASM, HMU-PC fluorogenic substrate, 60 min; Potency, µM (highest dose often 57.5 µM), for inactives: top-dose activity change, negative = inhibition, hits mostly inhibitors; hit rate 0.006% among 340,000; also: potency is read from the fitted curve at half-maximal effect
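qHTS format. ASM enzyme prepared from human placenta hydrolyses the fluorogenic substrate HMU-PC0 (9 uM final) over 60 min at 37 °C after a 10 min compound preincubation.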
TCR act: Activators of T cell receptors: qHTS campaign; primary human leukocytes, anti-CD3, IL-2 HTRF, 48 h; 330,000 tested, under 10 active; Potency, µM (titrated, usually from 9.22 µM), for the others: at the top dose activation of IL-2 secretion, usual class: activators; AID 504894, 2011; also: % of control where 0% means no effect
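Primary human leukocytes incubated 48 hr with anti-CD3 beads plus compound, without co-stimulation. Secreted IL-2 measured by HTRF (europium cryptate/d2 anti-IL-2 pair, 320 nm excitation, 665 nm emission).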
AT treatment: qHTS Assay for Identifying a Potential Treatment of Ataxia-Telangiectasia; […] A-T fibroblasts, KAP-1 phosphorylation AlphaLISA; neocarzinostatin DNA damage 30 min before lysis; Potency, µM (series often up to 57.5 µM), without a hit: at the highest dose activation, hits mostly activators; hit rate 0.19% among 320,000; also: potency is read from the fitted curve at half-maximal effect; % of control where 0% means no effect; nearly all actives have a fitted effect of over 45% in size
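hTERT-immortalized A-T patient fibroblasts ([…]), 500 cells/well in OPTI-MEM, 1% FBS, got compounds for 60 min, then NCS for 30 min at 37C. Lysates were then assayed for phospho-KAP-1 by AlphaLISA (anti-pKAP1 donor, anti-KAP1 acceptor beads), 6 hr at 25C.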
ELG1 repair inh: qHTS screen for small molecules that inhibit ELG1-dependent DNA repair in human embryonic kidney (HEK293T) cells expressing luciferase-tagged ELG1. HEK293T ELG1-luciferase reporter, luminescence, 16 h; DNA damage induced by 5-fluorouridine. Potency, µM (series often up to 46.1 µM), for the others: at the highest dose activity change, negative = inhibition, usual class: inhibitors. hit rate 2.3% among 330,000. AID 504467, 2011; also: potency is read from the fitted curve at half-maximal effect; % is scaled to controls: 0 for no effect and ±100 for the full control effect; nearly all actives have a fitted effect of over 55% in size
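DMSO vehicle served as the neutral condition. Each well held 2,000 cells given 5-fluorouridine plus compound; after 16 hr at 37 °C/5% CO2, ONE-Glo was added and luciferase measured 30 min later.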
TSHR antag: Antagonists of the Thyroid Stimulating Hormone Receptor: HTS campaign; Thyrotropin receptor (Homo sapiens), P16473; TSHR-expressing cells, TSH-stimulated cAMP HTRF, 2 h; hits give low values; activity change, negative = inhibition, % at 11.5 µM; hit rate 0.2% among 330,000; AID 504810, 2011;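 active = activity change below a set negative limit, meaning inhibition stronger than a set level, cut at about -70% in these data; inconclusive = activity change between two set negative limits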; also: % is scaled to controls: 0 for no effect and ±100 for the full control effect
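Antagonism was scored as loss of TSH-driven cAMP in TSHR cells, stimulated with 4nM TSH (EC80) for 2 hours at 37 deg C and detected by homogeneous HTRF competition immunoassay.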
a7 integrin act: qHTS for Activators of Integrin-Mediated Alleviation for Muscular Dystrophy. alpha7betagal myoblasts, beta-gal FDG fluorescence, 48 h. hit rate 0.064% among 350,000. Potency, µM (titrated, usually from 38.3 µM), without a hit: at the top dose activation, hits mostly activators;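 also: potency is read from the fitted curve at half-maximal effect; 100% = response of the positive control SU9516; nearly all actives have a fitted effect of over 60% in size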
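Alpha7betagal+/- myoblasts (passage 13) were plated 16-24 hr, then exposed to compounds (1:260 dilution of DMSO stock) for 48 hours at 37C. After MPER lysis, β-galactosidase reporter activity was read as FDG fluorescence (ex 480/em 540) after 30 minutes.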
Mito fusion yeast: qHTS Assay for Small Molecule Inhibitors of Mitochondrial Division or Activators of Mitochondrial Fusion. S. cerevisiae fusion-defective mutant growth rescue, CellTiterGlo 48 h. Potency, µM (highest dose often 46.1 µM), without a hit: at the top dose growth rescue (activation), hits mostly activators. hit rate 0.23% among 320,000;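 also: potency is read from the fitted curve at half-maximal effect; % of control where 0% means no effect; nearly all actives have a fitted effect of over 45% in size; temperature-sensitive fusion mutants such as fzo1-1 at 37 °C on non-fermentable ethanol glycerol medium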
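Read-out: ATP-based luminescence (CellTiterGlo, 10 min ambient) reporting growth of fusion-defective ts yeast after 48 hours at 37C on glycerol/ethanol YPEG medium in the presence of compound.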
PTAP TSG101 blk: qHTS Assay for Iinhibitors of HIV-1 Budding by Blocking the Interaction of PTAP/TSG101; Tumor susceptibility gene 101 protein (Homo sapiens), Q99816; Fluorescence polarization, FITC-PTAP peptide / Tsg101 binding; Potency, µM (top dose mostly 115 µM), inactives show at the top dose activity change, negative = inhibition, hits mostly inhibitors; 340,000 tested, under 10 active; AID 493005, 2010; active = well fitted inhibition curve with a large enough effect in the main read-out, with a control signal flat, not every such curve was filed as active; inconclusive = small, poorly fitted or top-dose-only effect, or effect the other way, or a change in a side signal; inactive = no such curve, though single readings can be large or run the other way; also: potency is read from the fitted curve at half-maximal effect; % of control where 0% means no effect
Target sequence (Q99816 whole entry, looked up): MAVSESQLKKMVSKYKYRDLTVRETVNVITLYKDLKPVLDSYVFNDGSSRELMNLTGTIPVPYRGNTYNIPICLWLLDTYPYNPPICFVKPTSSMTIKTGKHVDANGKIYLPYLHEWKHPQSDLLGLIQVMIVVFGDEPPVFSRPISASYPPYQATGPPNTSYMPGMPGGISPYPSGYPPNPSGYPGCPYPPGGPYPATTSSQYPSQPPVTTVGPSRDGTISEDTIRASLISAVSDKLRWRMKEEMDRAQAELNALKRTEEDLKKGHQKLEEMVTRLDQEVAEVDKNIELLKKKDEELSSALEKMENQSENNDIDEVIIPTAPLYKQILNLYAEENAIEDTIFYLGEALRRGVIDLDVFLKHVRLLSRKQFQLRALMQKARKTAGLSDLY
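Compounds were pin-transferred onto Tsg101 binding domain (10 uM final) in HEPES pH 7.5 buffer, then FITC-PTAP peptide was added at 50 nM final. After 20 min at RT, polarization reported peptide displacement across a qHTS concentration series.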
Tb PFK inh: qHTS Assay to Find Inhibitors of T. brucei phosphofructokinase; AID 485367, 2010; T. brucei PFK, ADP-Glo luminescence; ATP-dependent 6-phosphofructokinase (Trypanosoma brucei brucei), O15648; Potency, µM (series often up to 57.5 µM), for inactives: at the highest dose activity, negative = inhibition, most hits filed as inhibitors; hit rate 0.17% among 330,000;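 also: potency is read from the fitted curve at half-maximal effect; 0% = uninhibited 1x PFK enzyme wells and -100% = no-enzyme wells; nearly all actives have a fitted effect of over 60% in size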
Target sequence (O15648 whole entry, looked up): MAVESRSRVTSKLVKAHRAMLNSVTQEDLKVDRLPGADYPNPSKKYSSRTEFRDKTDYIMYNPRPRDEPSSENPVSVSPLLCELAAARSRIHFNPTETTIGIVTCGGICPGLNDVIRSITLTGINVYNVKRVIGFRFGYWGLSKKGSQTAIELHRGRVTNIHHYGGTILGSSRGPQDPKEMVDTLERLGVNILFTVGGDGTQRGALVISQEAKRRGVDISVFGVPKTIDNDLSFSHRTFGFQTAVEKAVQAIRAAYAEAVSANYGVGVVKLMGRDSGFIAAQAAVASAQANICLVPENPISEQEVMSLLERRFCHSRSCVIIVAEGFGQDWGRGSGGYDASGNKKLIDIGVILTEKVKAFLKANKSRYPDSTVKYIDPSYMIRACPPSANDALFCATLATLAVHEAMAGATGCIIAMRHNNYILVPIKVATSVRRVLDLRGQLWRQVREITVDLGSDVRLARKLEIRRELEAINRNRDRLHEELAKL
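Activity is normalized to no-enzyme wells (full inhibition) and 1.25 nM enzyme wells (no inhibition). Reaction: 0.5 mM F6P, 0.1 mM ATP, 45 min RT, ADP-Glo luminescence; concentration-response curves fitted and classed by quality.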
Starred values were filed as active, the others as inactive; ? = inconclusive; / = no result given; [ ] = remark or other dose. Unless noted, calls follow the shape of the dose curve; as a rule, active = well fitted curve in the direction sought with a large enough effect; inconclusive = small, poorly fitted or top-dose-only effect, or another doubt; inactive = no such curve, though single readings can be large; an effect the other way counts as inactive or inconclusive.

Molecule,BCR signal inh,Eya2 inh,S-ASM inh,TCR act,AT treatment,ELG1 repair inh,TSHR antag,a7 integrin act,Mito fusion yeast,PTAP TSG101 blk,Tb PFK inh
Cc1ccc2nc3c(nc2c1C)CCCC3,0.8%,14.4%,0.5%,4.9%,0.0%,24.6%,1.9,-15.3%,-22.1%,-0.3%,-7.7%
CCOC(=O)c1nnn(-c2nonc2-n2cccc2)c1CN1CCC(C(=O)OCC)CC1,?,-13.3%,-6.6%,/,2.1%,-3.5%,-12.6,3.2%[7.66 µM],1.9%,-0.5%,4.1%
O=C(NCCCN1CCCCC1)C1CCC(CNS(=O)(=O)c2cccc3nsnc23)CC1 (centres undefined),0.1%,-1.4%,-0.2%,-3.3%,2.7%,-7.2%,-3.1,14.5%,10.4%,-2.7%,0.0%
CC(C)NC(=NCc1ccc(Cl)cc1Cl)Nc1ccccc1,?,4.9%,2.1%,-1.8%,22.8%,?,-9.4,-11.7%,-32.9%,4.0%,-7.1%
C/C(=N\NC(=O)CN(c1ccccc1Br)S(C)(=O)=O)c1ccc2c(c1)OCCO2,1.8%,-3.2%,-1.1%,12.7%[46.1 µM],1.6%,?,2.8,?,-10.5%,-1.7%,0.2%
Cc1ccc(/C=N/NC(=O)C(=O)N/N=C/c2ccc(C)o2)o1,12.4%,-19.2%,-2.4%,-4.3%,-0.9%,17.4%,-3.5,?,5.3%,-0.2%,1.1%
Cc1ccc(CSc2n[nH]c(N)n2)cc1,16.5%,0.7%,3.3%,0.7%,-0.1%,13.2%,-1.6,17.4%,-1.4%,-4.9%,-1.8%
O=S(=O)(NC1CCCCC1)c1cccc2nsnc12,6.0%,-6.2%,-1.0%,4.1%,-2.5%,-4.2%,-5.8,?,5.9%,-11.3%,4.8%
CCN(CC)S(=O)(=O)N1CCC(C(=O)NCc2ccc(C)cc2)CC1,1.3%,6.9%,2.9%,4.6%,-10.0%,23.1%,1.2,-5.3%,-0.4%,-3.6%,-3.7%[0.46 µM]
CCCCC(O)(CCCC)C(=O)NN(C(=O)OCC)c1ccccc1,-0.5%,-2.1%,5.3%,5.0%[46.1 µM],14.5%,-15.4%,-3.7,-14.2%,1.5%,-2.8%,8.8%
COc1ccc(/C=N/NC(=S)Nc2ccccc2)cc1COc1ccccc1F,?,0.6%,/,13.0%[46.1 µM],2.4%,-0.6%,-6.6,/,-2.8%,/,-0.5%
Nc1c(C(=O)Nc2ccccc2)c2nc3ccccc3nc2n1CCCN1CCOCC1,10.5%,-5.2%,241.6%[activator],2.3%,7.9%,-29.4%,-0.6,-78.3%[inhibitor],-20.3%,-5.2%,-4.1%
NC(=O)C1CCN(c2ncnc3c(-c4ccccc4)nsc23)CC1,?,2.5%,-1.6%,-2.6%,5.9%,?,-16.6,-2.7%,1.5%,-9.0%,-4.0%
CCn1c(=O)c2cc(C(=O)NCCN3CCOCC3)sc2c2ccccc21,4.8%,12.3%,4.8%,-3.8%,0.7%,?,-6.6,-3.9%,0.4%,-4.8%,-2.8%
c1ccc(-c2cc3c(N4CCOCC4)ncnc3s2)cc1,?,-15.5%,4.9%,0.7%,0.2%,?,-9.1,0.0%,-2.3%,-4.9%,0.6%
COc1ccc(CC(=O)NNc2ncnc3c2cnn3-c2ccccc2)cc1,?,-1.9%,1.5%,7.4%[46.1 µM],1.9%,2.3%,-3.0,-3.2%,-6.7%,-0.6%,-0.9%
O=C(COC(=O)C(Cc1ccccc1)NC(=O)c1ccccc1)c1ccccc1 (centres undefined),0.7%,-2.9%,-4.0%,3.4%[46.1 µM],-2.4%,4.9%,0.5,0.3%,-3.4%,-6.8%,2.5%
Cc1ccccc1C(OCC(O)CN1CCC(C(N)=O)CC1)c1ccccc1 (centres undefined),4.5%,-12.4%,-0.7%,0.2%,1.5%,5.6%,1.6,6.4%,1.1%,0.7%,-1.3%
C#CCn1c(=NC(=O)c2ccc(S(=O)(=O)N3CCc4ccccc4C3)cc2)sc2cc(S(N)(=O)=O)ccc21,?,-0.1%,24.3%,-2.2%[46.1 µM],0.3%,?,-1.0,-70.5%[inhibitor],-12.5%,-2.3%,1.7%
COc1ccccc1NS(=O)(=O)c1cc(NC(=O)c2ccc3ccccc3n2)ccc1Cl,1.1%,-4.9%,-5.0%,-3.7%[46.1 µM],1.1%,-25.9%,-20.4,-24.9%,2.9%,-5.3%,-1.7%
COc1cccc(NC(=O)Nc2nc(-c3ccc(OC)c(OC)c3)cs2)c1,?,-12.3%,-22.1%,0.9%,-10.1%,4.11µM*,-93.9*,-25.3%,-1.6%,-2.7%,3.2%
Cc1ccc(C(=O)OC2CCS(=O)(=O)c3sccc32)cc1 (centres undefined),-12.0%,4.1%,-4.7%,0.1%,-8.0%,-26.5%,-1.0,-6.8%,-1.7%,-0.9%,-0.2%
COc1ccc(CN(C(=O)c2nsc(Cl)c2Cl)C(C(=O)NC2CCCC2)c2ccc(C)cc2)cc1 (centres undefined),10.4%,-8.2%,0.7%,-4.2%[46.1 µM],4.7%,?,96.3,-5.5%,?,-0.8%,-1.2%
Nc1c(Cl)cc(Cl)cc1C(=O)OCC(=O)N1CCCC1=O,1.7%,-30.7%,/,9.7%,0.7%,-2.4%,4.4,-7.9%,-2.7%,-3.4%,-2.8%
Cc1ccc(CNC(=O)CCCCCNc2nc(=S)[nH]c3ccccc23)cc1,-5.9%,-2.8%,/,/,-1.8%,?,-29.9,/,3.9%,/,5.0%
CCOc1ccc(S(=O)(=O)Nc2nc3ccccc3nc2Cl)cc1,6.4%,0.5%,27.4%,-2.3%,-3.6%,-15.1%,-0.9,-9.5%,?,0.0%,1.3%
Cc1cc(C)c(OCC(=O)NCC(C)(C)N2CCOCC2)c(C)c1,-6.3%,9.2%,-0.8%,3.6%,-3.5%,18.6%,-0.7,7.3%,1.1%,-4.7%,3.7%
O=P(O)(CN1CCCCC1)CN1CCCCC1,3.3%,-16.5%,/,/,6.9%,11.8%,-4.2,/,2.3%,/,-0.4%
O=C(CSc1nnc(-c2ccccc2)o1)N1CCOCC1,6.2%,-3.6%,0.5%,0.8%,7.6%,?,4.2,19.4%,2.5%,-6.7%,-2.0%
CCc1cc2ccc(C)c(C)c2nc1SCC(=O)NNC(=O)c1ccco1,-5.7%,8.1%,-3.4%,2.9%,4.5%,-8.6%,0.3,1.5%,31.6%,-0.1%,5.7%
Cc1ccc(OCC(=O)N/N=C2\CCOc3c(C)cccc32)cc1,13.9%,-16.8%,-5.1%,0.2%,2.0%,7.3%,34.3,2.1%,16.8%,1.6%,-5.6%
O=C(Nc1nc(-c2ccncc2)cs1)C1c2ccccc2Oc2ccccc21,?,2.7%,-11.9%,1.1%[46.1 µM],7.9%,2.9%,-15.4,-35.2%,11.2µM*,1.8%,1.0%
